MLL CXXC-DNA inh: MLL CXXC-DNA interaction inhibition; Q03164; MLL-CXXC / FITC-HOXA9 DNA fluorescence polarization; Potency, µM (top dose mostly 115 µM), for inactives: at the highest dose activity change, negative = inhibition, actives largely listed as inhibitors; actives 0.037% (n = 290,000); AID 2662; active = well fitted inhibition curve with a large enough effect in the polarisation, with a control signal flat, not every such curve was filed as active; inconclusive = small, poorly fitted or top-dose-only effect, or effect the other way, or a change in a side signal; inactive = no such curve, though single readings can be large or run the other way; the % refers to the polarisation; also: potency is read from the fitted curve at half-maximal effect
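Steps: dispense CXXC domain solution (7 uM) → pin compounds or unlabeled HOX-A9 DNA control → 5 min ambient → add FLSN-HOX-A9 solution (50 nM) → spin → 30 min ambient → fluorescence polarization. Tris pH 7.5/NaCl/DTT/BSA buffer.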
TRPV1 ag: human TRPV1 agonism; TRPV1-expressing cells, Fluo-8 calcium influx, agonist mode; activation, % at 8.33 µM; actives 0.19% (n = 320,000); AID 540275; in the data active = activation above about 80%; inconclusive = between about 30% and that limit; also: 0% is about no effect
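Fluo-8 calcium influx in TRPV1-expressing cells, kinetic read (ex 480/em 520 nm). Compound added and read 3 min for agonist activity, followed by capsaicin at EC20 final and 2 min further read for enhancement.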
TCR activator: T cell receptor activation | primary human leukocytes, anti-CD3, IL-2 HTRF, 48 h | AID 504894 | 330,000 tested, under 10 active | Potency, µM (highest dose often 9.22 µM), for inactives: at the highest dose activation of IL-2 secretion, usual class: activators; also: % of control where 0% means no effect
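Compounds are tested in HTS on primary human leukocytes co-incubated with a-CD3 beads for 48 hr. IL-2 output is measured by time-resolved FRET.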
PTAP TSG101 blk: blocks PTAP/TSG101 interaction to inhibit HIV-1 budding; Fluorescence polarization, FITC-PTAP peptide / Tsg101 binding; Potency, µM (titrated, usually from 115 µM), for the others: at the top dose activity change, negative = inhibition, actives largely listed as inhibitors; 340,000 tested, under 10 active; AID 493005; active = well fitted inhibition curve with a large enough effect in the main read-out, with a control signal flat, not every such curve was filed as active; inconclusive = small, poorly fitted or top-dose-only effect, or effect the other way, or a change in a side signal; inactive = no such curve, though single readings can be large or run the other way; also: potency is read from the fitted curve at half-maximal effect; % of control where 0% means no effect
Target sequence (Q99816 whole entry, looked up): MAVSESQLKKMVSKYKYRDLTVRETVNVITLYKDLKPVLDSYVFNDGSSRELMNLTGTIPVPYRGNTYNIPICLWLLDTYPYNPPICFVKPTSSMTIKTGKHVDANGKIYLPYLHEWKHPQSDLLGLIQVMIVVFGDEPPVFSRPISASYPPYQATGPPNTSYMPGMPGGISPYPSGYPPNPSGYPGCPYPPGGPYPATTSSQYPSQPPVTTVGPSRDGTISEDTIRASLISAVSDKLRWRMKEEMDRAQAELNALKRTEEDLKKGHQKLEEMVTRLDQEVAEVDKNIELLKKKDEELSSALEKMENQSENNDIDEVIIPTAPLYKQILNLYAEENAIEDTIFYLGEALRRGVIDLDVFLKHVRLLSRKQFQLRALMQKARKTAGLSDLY
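Tsg101 binding domain (10 uM final) was mixed with compound and a FITC-labeled PTAP peptide (50 nM final) in HEPES pH 7.5 buffer with NaCl, Tween 20, EDTA and TCEP; fluorescence polarization was read after 20 min at r.t.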
AT treatment: potential ataxia-telangiectasia treatment; AID 485349; Potency, µM (highest dose often 57.5 µM), for inactives: at the highest dose activation, actives largely listed as activators; actives 0.19% (n = 320,000); […] A-T fibroblasts, KAP-1 phosphorylation AlphaLISA; neocarzinostatin DNA damage 30 min before lysis; also: potency is read from the fitted curve at half-maximal effect; % of control where 0% means no effect; nearly all actives have a fitted effect of over 45% in size
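hTERT-immortalized A-T patient fibroblasts ([…]), 500 cells/well in OPTI-MEM, 1% FBS, got compounds for 60 min, then NCS for 30 min at 37C. Lysates were then assayed for phospho-KAP-1 by AlphaLISA (anti-pKAP1 donor, anti-KAP1 acceptor beads), 6 hr at 25C.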
Integrin act MD: activators of alpha7 integrin expression for muscular dystrophy | actives 0.064% (n = 350,000) | alpha7betagal myoblasts, beta-gal FDG fluorescence, 48 h | Potency, µM (titrated, usually from 38.3 µM), inactives show top-dose activation, hits mostly activators;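 also: potency is read from the fitted curve at half-maximal effect; 100% = response of the positive control SU9516; nearly all actives have a fitted effect of over 60% in size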
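alpha7betagal+/- myoblasts (passage 13, 250/well) treated 48 h at 37C with compounds at 1:260 dilution of DMSO stock. Lysed, then beta-galactosidase activity read as FDG fluorescence (ex 480/em 540) after 30 min, with pre-read for autofluorescence.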
B2AR arrestin: beta2AR (human) beta-arrestin recruitment activity | P07550 | Potency, µM (top dose mostly 46.1 µM), without a hit: at the highest dose activation, hits mostly activators | beta-arrestin recruitment to beta2AR, cell-based reporter | actives 0.02% (n = 330,000);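 also: potency is read from the fitted curve at half-maximal effect; 0% = DMSO controls and full agonism = EC100 isoproterenol or metaproterenol; nearly all actives have a fitted effect of over 65% in size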
Target sequence (P07550 whole entry, looked up): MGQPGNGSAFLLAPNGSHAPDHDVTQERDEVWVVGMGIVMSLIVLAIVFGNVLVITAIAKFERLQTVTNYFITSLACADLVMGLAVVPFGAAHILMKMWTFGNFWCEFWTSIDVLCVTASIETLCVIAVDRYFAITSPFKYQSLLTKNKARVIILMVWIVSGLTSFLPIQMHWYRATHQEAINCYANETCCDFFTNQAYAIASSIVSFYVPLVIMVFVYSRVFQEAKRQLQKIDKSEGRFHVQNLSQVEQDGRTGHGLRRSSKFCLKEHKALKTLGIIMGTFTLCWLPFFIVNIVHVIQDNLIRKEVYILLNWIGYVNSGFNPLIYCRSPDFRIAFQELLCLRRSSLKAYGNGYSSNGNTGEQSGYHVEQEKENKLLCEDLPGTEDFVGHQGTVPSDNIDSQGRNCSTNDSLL
BRCA1 expr up: BRCA1 expression activation; MCF7-BRCA1-FFLuc reporter, luminescence, 48 h; response scale: scaled: vehicle 0%, 10 µM genistein 100%; Potency, µM (top dose mostly 46.1 µM), for inactives: at the highest dose activation, usual class: activators; actives 1.1% (n = 380,000); also: potency is read from the fitted curve at half-maximal effect; nearly all actives have a fitted effect of over 80% in size; some results filed as inactive show a strong effect at the top dose
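MCF7 cells carrying a BRCA1-firefly luciferase reporter (2000 cells/well, phenol-red free MEM) were attached for 2 h at 37 °C, then given compounds for 48 h. Luminescence was read 15 min after luciferase reagent; activity normalized to genistein (10 microM) and DMSO.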
p53 reactivator: mutant p53 re-activation in reporter cells; H1299 p53-A138V BP100-luciferase reporter, luminescence, 24 h; Potency, µM (highest dose often 92.2 µM), inactives show at the top dose activity change, positive = activation, hits mostly activators; actives 0.063% (n = 320,000); AID 504706; also: potency is read from the fitted curve at half-maximal effect; % of control where 0% means no effect; nearly all actives have a fitted effect of over 45% in size
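p53-null H1299 cells stably carrying temperature-sensitive p53-A138V and a BP100-luciferase reporter were pinned with compounds (4-point, 1:5 series) and held 24 hrs at 37 deg C. Luminescence was read 10 min after detection reagent.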
ELG1 repair inh: ELG1-dependent DNA repair inhibition. HEK293T ELG1-luciferase reporter, luminescence, 16 h; DNA damage induced by 5-fluorouridine. Potency, µM (doses to about 46.1 µM), inactives show at the highest dose activity change, negative = inhibition, hits mostly inhibitors. actives 2.3% (n = 330,000). AID 504467; also: potency is read from the fitted curve at half-maximal effect; % is scaled to controls: 0 for no effect and ±100 for the full control effect; nearly all actives have a fitted effect of over 55% in size
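Luminescence from the luciferase reporter, measured 30 min after ONE-Glo reagent at room temperature, was the read-out. Beforehand, 2,000 cells per well were exposed for 16 hr at 37 °C to 5-fluorouridine together with compound or vehicle.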
* marks the source's active call; other numbers are inactive results; u = inconclusive; x = not tested or not shown; & = joins results of further samples; [ ] = another dose, or the depositor's remark. Unless noted, calls follow the shape of the dose curve; as a rule, active = well fitted curve in the direction sought with a large enough effect; inconclusive = small, poorly fitted or top-dose-only effect, or another doubt; inactive = no such curve, though single readings can be large; an effect the other way counts as inactive or inconclusive.

SMILES	MLL CXXC-DNA inh	TRPV1 ag	TCR activator	PTAP TSG101 blk	AT treatment	Integrin act MD	B2AR arrestin	BRCA1 expr up	p53 reactivator	ELG1 repair inh
CCOc1cc(/C=N/N=C2/NC(=O)C(CC(=O)O)S2)ccc1OCc1ccccc1Cl (stereo unspecified)	-6%	2	6%	-2%	1%	-2%	-0.1%	8%	-1%	u
O=C(COC(=O)c1ccccc1Cl)NC1CCCCCC1	x	x	1%	2%	27%	u	0.5%	-4%	u	u
CCN1C/C(=C/c2cccc([N+](=O)[O-])c2)C(=O)/C(=C/c2cccc([N+](=O)[O-])c2)C1	0%	2	0%[46.1 µM]	-2%	22%	-66%[inhibitor]	-2.3%	-101%[inhibitor]	-19%	2.6µM*
O=C(Nc1ccccc1)c1ccccc1OCc1cccc([N+](=O)[O-])c1	-2%	0	-6%[46.1 µM]	-8%	4%	22%	0.1%	-3%	-2%	u
O=C(C1CCN(S(=O)(=O)c2cccc([N+](=O)[O-])c2)CC1)N1CCOCC1	6%	2	2%	-11%	5%	-8%	-0.4%	0%	5%	7%
CC1=[N+](CC(=O)NC(C)(C)C)CCc2ccccc21	-7%	3	-4%[46.1 µM]	-3%	-17%	1%	0.0%	1%	-4%	-6%
COC(=O)Cn1c(=NC(=O)CSCC(=O)Nc2cc(C)on2)sc2cc(C(=O)OC)ccc21	5%	-1	10%	-5%	-3%	-21%	0.0%	-4%	-3%	u
CC1CCN(S(=O)(=O)c2ccc3c(c2)N(CC(=O)NCCCOC(C)C)C(=O)CO3)CC1	-1%	-5	-6%	-3%	12%	-13%	-1.1%	-2%&9%	-9%	24%
COc1cccc(C(=O)NC(C)c2ccc(Br)cc2)c1 (stereo unspecified)	0%	26	-1%[46.1 µM]	-1%	0%	1%	-2.3%	-18%	-15%	-16%
COC(=O)c1cccc(NC(=O)c2cc3sccc3n2C)c1	1%	0	x	x	-1%	11%	-0.1%	u	16%	u
O=C(CSc1nc2ccccc2s1)N1N=C(c2cccs2)CC1c1ccc(F)cc1 (stereo unspecified)	7%	8	0%[46.1 µM]	-1%	1%	9%	-0.4%	-55%	-7%	-1%
Nc1cc(N)nc(SCc2ccccc2)n1	4%	0	2%	-2%	-8%	22%[7.66 µM]	-0.2%	u	x	u
O=C(CSc1ccc(-c2ccccn2)nn1)N1CCCc2ccccc21	-3%	10	3%	-1%	3%	-28%	-0.2%	-61%	-4%	-21%
CCC(=O)N1CCN(c2ccccc2NC(=S)NC(=O)c2cccc([N+](=O)[O-])c2)CC1	2%	29	-1%	-3%	-1%	2%	0.1%	-20%	0%	u
CCOC(=O)c1c(C)nc(C)c(C(=O)OCC)c1-c1ccccc1	-9%	26	-4%	-10%	3%	19%	-0.7%	-26%	u	u
O=C(O)c1ccc(Cn2c(SCc3cc(=O)n4cc(Br)ccc4n3)nc3ccsc3c2=O)cc1	0%	-11	x	x	4%	x	0.0%	x	0%	20%
CCCCN(C(=O)c1ccc2ccccc2c1)c1c(N)n(CCCC)c(=O)[nH]c1=O	x	-2	x	1%	5%	-13%	0.5%	2%	-13%	0%
Cc1c(NC(=O)CSc2nnc(COc3ccccc3)n2-c2ccccc2)c(=O)n(-c2ccccc2)n1C	8%	-7	1%	-7%	2%	5%	0.3%	-22%	1%	-16%
CC(=O)Nc1ccc2c(c1)N(C(=O)CN(C)C)c1ccccc1CC2	-3%	-1	-1%	-8%	7%	-2%	-0.2%	0%	0%	u
O=C(C1CCN(CCc2ccccc2)CC1)N1CCOCC1	x	x	8%	-1%	x	14%	x	-3%	x	x
Cc1ccc(C(=O)OCC(=O)NCc2cccs2)s1	x	u	-2%	-2%	18%	0%	0.0%	0%	3%	9%
CSc1nc2c(c(=O)[nH]1)C(c1cccc(Br)c1)CC(=O)N2 (stereo unspecified)	-6%	1	1%	2%	-1%	10%	0.2%	3%	1%	u
CCOC(=O)Cn1c(CN2CCOCC2)nc2c1c(=O)n(C)c(=O)n2C	-4%	-6	11%	0%	12%	0%	-0.9%	6%	-16%	1%
O=C1c2ccccc2C(=O)N1CSc1nnc(Nc2ccccc2)s1	0%	2	5%	0%	-5%	-1%	0.1%	5%	12%	10%
COc1ccc(C(=O)Oc2ccc3c(C)cc(=O)oc3c2C(C)=O)cc1	219%[activator]	1	6%[46.1 µM]	2%	1%	-13%	4.6%	-14%	2%	-4%
CCN(CC(=O)Nc1c(F)cccc1F)C(=O)CCNC(=O)c1ccco1	x	1	-4%	-1%	9%	3%	-1.5%	0%	12%	13%
Cc1ccc(/C=N/NC(=O)c2ccc(-c3ccccc3)cc2)o1	8%	9	0%	0%	-7%	u	0.0%	-24%	-2%	2%
CC(C)CNC(=O)c1ccccc1NC(=O)/C=C/c1cccc([N+](=O)[O-])c1	-6%	4	-3%[46.1 µM]	0%	0%	2%	-1.4%	8%	-5%	11%
CCN(CC)C(=O)C1CCCN(c2ncnc3c2cnn3-c2cccc(C)c2)C1 (stereo unspecified)	-2%	14	4%	-10%	-1%	-28%	0.4%	-14%	-3%	u
CS(=O)(=O)N(Cc1ccccc1)c1ccc(C(=O)NCc2cccnc2)cc1	-3%	1	1%	-13%	0%	19%	0.1%	-19%	-5%	-6%
CN(C(=O)CC1C(=O)NCCN1Cc1ccc(F)c(F)c1)C1CCOCC1 (stereo unspecified)	7%	0	0%	-2%	0%[11.5 µM]	-29%	0.3%	9%	1%	10%
C=CCn1cc(C(C)=O)c(=O)[nH]c1=O	0%	1	6%	1%	1%	6%	-0.4%	29%	-3%	2%
COc1ccc(/C=C2/SC(=O)N(CCC(=O)Nc3ccc(C)cc3)C2=O)cc1OC	4%	6	u	x	1%	x	0.0%	x	26%	22%
O=C(NCc1cccnc1)c1ccc(S(=O)(=O)N2CCCCCC2)cc1	-1%	19	4%	0%	5%	-28%	0.1%	-16%	-3%	u
CC1CCc2[nH]c3ccc(C(=O)O)cc3c2C1 (stereo unspecified)	u	-1	-4%	-4%	-14%	-14%	-0.4%	-6%	5%	11%
Cc1nc(-c2ccc(S(=O)(=O)Nc3cccc(Cl)c3)cc2)co1	6%	-3	-2%	0%	-2%	6%	0.1%	6%	5%	0%
O=[N+]([O-])c1ccccc1S(=O)(=O)N(CC(O)CN1CCCCC1)c1ccccc1 (stereo unspecified)	37%[activator]	1	11%	-3%	-2%	19%	-0.3%	-10%	-9%	-1%
CCN1C(=O)C(CC(=O)Nc2ccc(OC)cc2)N(Cc2cccs2)C1=S (stereo unspecified)	0%	-2	0%	-5%	-1%	-10%	-0.3%	-6%	-5%	-5%
CC(=O)c1ccc(OCCCC(=O)N2CCN(S(=O)(=O)c3cccs3)CC2)cc1	-3%	-1	-1%	0%	-4%	-9%	0.0%	-41%	0%	u
COc1ccc(/C=N\NC(=O)C2C(=O)NCC2c2ccccc2)cc1O (stereo unspecified)	-4%	2	8%	1%	4%	-37%	-1.9%	6%	4%	-5%
Cc1nnc(SCC(=O)c2ccccc2F)n1Cc1ccccc1	11%	1	3%	-2%	-6%	-28%	-0.3%	21%	0%	3%
CC(C)=CCC/C(C)=C/C=N/NC(=O)c1ccccc1[N+](=O)[O-]	-11%	-2	11%	0%	-5%	0%	-0.3%	5%	-7%	4%
c1coc(CNCCCN2CCOCC2)c1	-4%	-1	-3%	-5%	-4%	3%	-0.4%	0%	2%	10%
COc1cccc2c(=O)c(C/C=C(/C)Cl)c(C)[nH]c12	11%	13	1%	-6%	5%	-15%	0.9%	-5%	0%	0%
Cc1ccc(C(=O)N2CCN(c3ncnc4c(-c5ccccc5)nsc34)CC2)cc1	-13%	-1	x	x	-1%	x	0.0%	x	16%	6%
C=CCN1CCN(C(=O)c2c(-c3ccccc3)noc2C)CC1	-8%	2	-1%	-3%	3%	u	0.2%	28%	x	-2%
C=CCc1cccc(CNn2cnnc2)c1O	1%	-6	4%	-3%	4%	11%	-0.2%	6%	-5%	2%
COc1ccc(S(=O)(=O)N2CCCCCC2)cc1C(=O)N1CCCCC1	16%	3	-5%	-2%	-2%	u	0.1%	-13%	-5%	-6%
COc1ccc(N2CC(NC(=O)Nc3ccccc3)CC2=O)cc1 (stereo unspecified)	2%	u	-5%	-1%	-1%	26%	0.1%	-5%	-2%	-2%
COc1ccc(CCNc2ccc(S(=O)(=O)N3CCN(C)CC3)cc2[N+](=O)[O-])cc1	x	4	-5%	-10%	-20%	1%	-0.1%	-22%	0%	-4%

Screening data (PubChem BioAssay)
